Bioassay records deposited in PubChem BioAssay by several laboratories.
CHRM4 agonist: agonists of human muscarinic M4 receptor (CHRM4) | activation, % at 3 µM | AID 624127 | CHO-K1 hM4/Gqi5, Fluo-8 calcium fluorescence; vehicle 0%, full acetylcholine response 100% | hit rate 0.14% among 360,000;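 active means activation above the run mean over all test wells plus 3 SD, cut at about 32% in these data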;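 further: peak over basal fluorescence ratio per well then scaled between controls; 0% = DMSO wells and 100% = acetylcholine at EC100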
Target sequence (P08173 whole entry, looked up): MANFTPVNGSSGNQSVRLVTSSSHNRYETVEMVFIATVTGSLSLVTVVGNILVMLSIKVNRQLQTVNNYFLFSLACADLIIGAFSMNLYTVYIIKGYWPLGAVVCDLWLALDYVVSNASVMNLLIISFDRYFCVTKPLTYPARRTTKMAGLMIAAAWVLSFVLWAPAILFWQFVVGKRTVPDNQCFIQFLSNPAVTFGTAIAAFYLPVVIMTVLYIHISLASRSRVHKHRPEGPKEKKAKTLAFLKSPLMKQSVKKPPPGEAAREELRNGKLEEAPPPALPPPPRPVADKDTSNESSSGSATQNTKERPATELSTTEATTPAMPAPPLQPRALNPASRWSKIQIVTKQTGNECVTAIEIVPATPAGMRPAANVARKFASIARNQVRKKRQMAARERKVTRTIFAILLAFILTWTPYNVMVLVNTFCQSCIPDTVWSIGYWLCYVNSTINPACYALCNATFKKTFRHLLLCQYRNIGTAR
CHRM5 antagonist: blocks acetylcholine activation of human M5 receptor; P08912; CHO-hM5 cells, Fluo-8 calcium fluorescence, ACh EC80; inhibition, % at 3 µM; hit rate 0.59% among 360,000;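 active means inhibition above a per-plate cutoff, the mean of that plate's test compounds plus 3 SD, cut at about 27% in these data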;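 further: 0% = acetylcholine EC80 with DMSO and 100% = DMSO without agonist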
Target sequence (P08912 whole entry, looked up): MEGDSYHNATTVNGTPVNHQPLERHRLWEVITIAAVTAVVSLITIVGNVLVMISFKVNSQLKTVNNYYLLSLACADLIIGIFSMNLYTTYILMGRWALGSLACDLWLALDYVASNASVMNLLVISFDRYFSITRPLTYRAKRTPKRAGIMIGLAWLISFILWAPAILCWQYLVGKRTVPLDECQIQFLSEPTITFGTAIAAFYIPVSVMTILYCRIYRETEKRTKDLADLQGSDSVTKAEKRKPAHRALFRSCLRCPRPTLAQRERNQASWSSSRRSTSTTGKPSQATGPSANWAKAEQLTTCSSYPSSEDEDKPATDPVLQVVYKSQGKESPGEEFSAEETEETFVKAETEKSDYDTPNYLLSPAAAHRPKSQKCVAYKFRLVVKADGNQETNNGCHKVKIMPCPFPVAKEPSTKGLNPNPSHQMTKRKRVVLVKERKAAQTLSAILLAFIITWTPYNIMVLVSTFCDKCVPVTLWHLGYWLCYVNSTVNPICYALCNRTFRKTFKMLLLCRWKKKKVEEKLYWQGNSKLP
CRFBP-R2 agonist: agonists of human CRF-binding protein/CRF-R2 receptor complex | HEK293 CRF-R2/CRF-BP, calcium dye fluorescence (FLIPR); percent of saturating CRF peptide response | hit rate 0.46% among 350,000 | activation, % at 13.2 µM | AID 588473;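 active means activation of at least 50%, plus an integration ratio under a set limit after plate pattern correction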;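 further: plate controls were neutral control wells without compound for no effect and CRF at EC100 for full effect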
M4 antag: CHRM4 antagonism in calcium assay; inhibition, % at 3 µM; CHO-hM4 cells, ACh EC80, Fluo-8 calcium fluorescence; hit rate 0.73% among 360,000;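 active means inhibition above its plate's cutoff, the mean inhibition of sample wells plus 3 SD, cut at about 27% in these data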;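 further: 0% = acetylcholine EC80 with DMSO and 100% = DMSO without agonist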
IDE cell inh: inhibits human insulin-degrading enzyme in HEK cells | inhibition, % at 5.59 µM | AID 434962 | FAbetaB cleavage, fluorescence polarization | hit rate 0.41% among 320,000;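 active means percent inhibition above the average of all tested compounds plus 3 SD, set per screening campaign, cut at about 16% in these data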;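 further: IDE supplied by intact live HEK cells; FP after avidin binding of uncleaved biotin substrate so inhibition keeps polarization high; 0% = DMSO wells and 100% = 60 µM reference IDE inhibitor Ii1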
CHRM5 agonist: CHRM5 agonism in calcium assay. P08912. CHO-K1 hM5 cells, Fluo-8 calcium fluorescence; 0% DMSO wells, 100% maximal acetylcholine response. activation, % at 3 µM. hit rate 0.19% among 360,000;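 active means activation above the run's mean over test compounds plus 3 SD, cut at about 23% in these data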;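 further: signal is peak over basal fluorescence ratio across the kinetic read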
CHRM5 PAM: potentiates acetylcholine response at human M5 receptor. P08912. CHO-K1 hM5, Fluo-8 calcium, ACh EC20 PAM; 0% = ACh EC20, 100% = ACh EC100. activation, % at 3 µM. hit rate 0.3% among 360,000. AID 624038;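 active means activation above the run cutoff, the mean activation of all test compounds plus 3 SD, cut at about 18% in these data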
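System – CHO-K1 hM5 cells · Compound – 3 µM, single dose · Incubation – compound preincubation 140 s before EC20 acetylcholine addition · Technique – Fluo-8 calcium fluorescence · Measure – Max/basal fluorescence ratio as % of EC20–EC100 ACh window · Benchmarks – low control EC20 acetylcholine (0%), high control EC100 acetylcholine (100%) · Replication – singlicate, one well per test compound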
CRFR2-BP antag: CRF-BP/CRF-R2 complex antagonism | HEK293 CRF-R2/CRF-BP, CRF-induced calcium fluorescence | hit rate 0.59% among 350,000 | inhibition, % at 11.8 µM;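 active means inhibition of the ligand-induced calcium signal above about 50% at the single tested concentration, limit read from the data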
CHRM4 PAM: positive allosteric modulators of human muscarinic M4 receptor | P08173 | activation, % at 3 µM | hit rate 0.4% among 360,000 | CHO-K1 hM4/Gqi5, Fluo-8 calcium fluorescence, ACh EC20; 0% = ACh EC20, 100% = maximal ACh;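 active means activation above its plate's cutoff, the mean activation of sample wells plus 3 SD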; further: some results filed as inactive read as strong as hits
An asterisk follows results filed as active; · = no result given. Outcome played no part in choosing rows; overall some 2.9% were active at least once.

The opening four entries, to show the layout:
SMILES	CHRM4 agonist	CHRM5 antagonist	CRFBP-R2 agonist	M4 antag	IDE cell inh	CHRM5 agonist	CHRM5 PAM	CRFR2-BP antag	CHRM4 PAM
CC(=O)c1ccc(Nc2cc(C)nc3c(C)cc(C)cc23)cc1	0	-2	0.1	-4	-2	-2	1	15	7
CCCCn1nc2cc(C(=O)NCc3ccccc3OC)ccc2c1OCC	-1	21	-1.0	6	1	-9	-15	1	-3
O=C(NCCCN=C1NS(=O)(=O)c2ccccc21)c1ccc(S(=O)(=O)N2CCCCC2)cc1	0	-4	-0.6	10	3	-2	-1	16	-3
Cc1cc(C(F)(F)F)n(-c2nc(C(=O)NNS(=O)(=O)c3ccccc3[N+](=O)[O-])cs2)n1	8	21	0.6	-8	-5	-5	-10	6	4

The list itself, repeating the preview:
SMILES	CHRM4 agonist	CHRM5 antagonist	CRFBP-R2 agonist	M4 antag	IDE cell inh	CHRM5 agonist	CHRM5 PAM	CRFR2-BP antag	CHRM4 PAM
CC(=O)c1ccc(Nc2cc(C)nc3c(C)cc(C)cc23)cc1	0	-2	0.1	-4	-2	-2	1	15	7
CCCCn1nc2cc(C(=O)NCc3ccccc3OC)ccc2c1OCC	-1	21	-1.0	6	1	-9	-15	1	-3
O=C(NCCCN=C1NS(=O)(=O)c2ccccc21)c1ccc(S(=O)(=O)N2CCCCC2)cc1	0	-4	-0.6	10	3	-2	-1	16	-3
Cc1cc(C(F)(F)F)n(-c2nc(C(=O)NNS(=O)(=O)c3ccccc3[N+](=O)[O-])cs2)n1	8	21	0.6	-8	-5	-5	-10	6	4
CCN1CCN(C(c2cccs2)C(C)NC(=S)Nc2cc(C)ccc2C)CC1 (stereo not given)	2	11	-0.8	-10	5	-17	0	1	-11
C/C=C(/C)C(=O)O[C@@H]1c2cc3c(c(OC)c2-c2c(cc(OC)c(OC)c2OC)[C@@H](OC(C)=O)[C@@H](C)[C@H]1C)OCO3	1	9	-0.8	6	0	0	-6	-2	-1
CCn1c(COc2cccc(C)c2)nnc1SCC(=O)N1CCCC1	1	-6	-0.7	11	-2	-3	3	-8	-1
Cc1cc(C)cc(-c2nc(-c3ccncc3)no2)c1	-1	-4	-4.1	1	2	-3	-2	-8	3
Cc1c(Br)c([N+](=O)[O-])nn1CC(=O)Nc1cccc2nonc12	4	9	-0.2	-5	-3	-1	1	-3	-1
CCC/C=C1/CCCOC(C(=O)NCc2ccccc2)(C(F)(F)F)C1 (stereo not given)	-1	12	-0.4	-12	5	-8	2	-9	7
CN(C)c1ccc(C=C(c2nnnn2-c2ccccc2)c2nnnn2-c2ccccc2)cc1	5	-1	13	-10	6	-1	-4	-44	-2
C#CCOCCOCCOCCNc1nc(N2CCN(C(=O)[C@H](CCCCN)n3cc(CN)nn3)CC2)nc(N2CCN(C(=O)[C@H](CCC(=O)O)n3cc([C@@H](N)CCCCN)nn3)CC2)n1	0	-3	-0.2	0	2	2	11	-21	8
Cc1nc(NC(=O)CSc2ccc(-c3nc4ccccc4[nH]3)cn2)sc1C	13	10	-1.1	-6	6	-3	-11	36	-14
CCC(C)c1ccccc1NC(=O)C(C)NCCN(C)C (stereo not given)	0	5	1.3	-1	-2	-5	1	9	19
CC(C)Cc1cc(CN2CCC(CO)(Cc3ccccc3)CC2)[nH]n1	2	11	-0.3	-5	5	-10	-1	18	-14
N#CCSc1nnc(-c2ccc(S(=O)(=O)N3CCOCC3)cc2)n1CC1CCCO1 (stereo not given)	1	1	-0.5	0	-2	-2	8	-37	7
COc1cc(C(=S)N2CCOCC2)ccc1OS(=O)(=O)c1ccc(Cl)cc1	2	-8	0.9	-1	4	2	7	12	0
COc1ccccc1C1CCN(C(=O)c2ccccc2)CC1	4	6	-7.5	-1	0	-1	-4	38	-2
COc1ccc(-c2cc(C(=O)Nc3ccc(C)cc3)no2)cc1	0	3	-0.5	-6	-3	1	-5	-11	6
CN1CCN(S(=O)(=O)c2cccc(C(=O)Oc3ccccc3Cl)c2)CC1	4	6	-1.3	4	-2	-2	-4	6	-3
CCOc1ccc(NS(=O)(=O)c2ccc(C(=O)NCc3ccccn3)cc2)cc1	22	4	25	-2	6	32*	-12	-25	-9
Nn1c(=O)c2ccccc2n2c(SCc3ccc(C(F)(F)F)cc3)nnc12	0	0	0.0	6	8	-4	-2	-13	2
COc1ccccc1NS(=O)(=O)c1ccc2oc(SC)nc2c1	9	3	1.6	-10	4	6	-4	-34	-2
CN(C)CCCN(Cc1ccc2c(c1)OCO2)C(=O)NC1CCCCC1	1	5	-0.6	-1	-6	-9	-2	1	-9
N#CC(=Cc1ccncc1)c1ccccc1	2	1	-2.9	0	·	0	-2	39	4
Cc1nnsc1C(=O)N/N=C/c1ccccc1	1	-5	-0.4	-1	-4	1	5	-10	1
CCc1ccc2c(c1)c(N=NC1=NC(=O)CS1)c(O)n2C	-1	3	-0.2	11	1	-2	-6	4	-6
Cc1ccccc1-c1cc2nc(NCc3ccccc3F)n(C)c(=O)c2s1	1	1	·	-10	·	0	3	·	3
CCOc1cc(N2CCOCC2)c(OCC)cc1NC(=O)CN1C(=O)NC(Cc2ccccc2)C1=O (stereo not given)	1	0	-2.1	-3	-1	-4	-1	-6	1
CCOc1ccc(OCCn2c(S(=O)(=O)O)nc3c(N)ncnc32)cc1	0	14	-1.3	11	·	-1	-1	-5	-3
COc1ccc(OC)c(S(=O)(=O)NCC2CCCO2)c1 (stereo not given)	0	-5	-1.3	5	3	2	-2	6	10
COc1cccc(CNC(=O)CCS(=O)(=O)c2ccc3c(c2)CC(C)N3C(=O)C2CC2)c1 (stereo not given)	4	6	-1.7	6	4	1	-4	18	-3
Cc1cccc(N2C(=O)C3C4CC(=O)C(c5ccccc54)C3C2=O)c1C (stereo not given)	2	2	-0.1	1	9	-1	-7	3	0
Cc1oc2c(c1C(=O)NC(Cc1c[nH]c3ccccc13)C(=O)O)CCCC2 (stereo not given)	-1	-3	-1.4	12	-4	-2	1	-2	4
CC(C)(C)n1nnnc1C(c1cccc(C#N)c1)N1CCC(Cc2ccccc2)CC1 (stereo not given)	2	-5	0.7	4	-1	2	7	19	15
Nc1ncnc2c1ncn2[C@@H]1O[C@H](CNCc2c(OCc3ccccc3F)ccc3ccccc23)[C@@H](O)[C@H]1O	1	2	1.7	0	2	-1	-3	-27	-7
CNc1ccccc1NC(=O)C1CCCN1C(=O)OCc1ccccc1 (stereo not given)	1	-4	-5.6	7	-3	-3	1	-12	0
CN(C1CCCCC1)S(=O)(=O)c1ccc2c(c1)c(=O)c(C(=O)O)cn2C	0	0	-0.8	2	·	1	-1	-1	2
COc1ccc(C(=O)c2ccccc2CN2C(=O)c3ccccc3C2=O)cc1	1	2	-3.5	3	·	2	7	-5	-6
Cc1cccc(C)c1NC(=O)C1(C)CSCC(=O)N1CCCn1ccnc1 (stereo not given)	1	5	·	0	·	1	2	·	11
COc1ccc([N+](=O)[O-])cc1NC(=O)C(C)OC(=O)/C=C/c1ccco1 (stereo not given)	0	-2	2.8	4	0	-1	-2	1	-4
O=C(NCC(=O)N1CCN(c2ccccc2)CC1)c1cccs1	2	-1	-0.3	-14	1	-1	2	10	6
Cc1cc(C)c(S(=O)(=O)N2CCCOC2CNC(=O)C(=O)NCc2ccccn2)c(C)c1 (stereo not given)	1	-7	-0.3	3	3	-1	0	22	-7
OC(COc1ccccc1)CN1CCN(c2ncccn2)CC1 (stereo not given)	0	3	-1.8	-2	-2	-4	1	-14	13
Cc1sc2c(c1C)CN(C(C)(C)C)CN2C(=O)c1ccccc1	0	-2	-1.6	1	0	-3	-4	-6	-1
COc1ccc2oc3cc(C)[n+]([O-])c(-c4ccc(Br)cc4)c3c2c1	1	4	0.3	5	-2	-1	-4	-4	0
O=C(O)c1cccc(Nc2nc(N3CCOCC3)nc(N3CCOCC3)n2)c1	1	-9	-2.8	8	5	-2	7	27	-6
CCN1CCCC1CNCc1ccccc1OCc1ccc(F)cc1 (stereo not given)	1	-3	-0.1	23	4	-7	-9	-10	-29
CCCn1cnc2cc(NC(=O)c3ccco3)ccc21	2	11	-0.7	-3	3	-3	-6	-5	-1
Cc1ccc2nc(-c3ccc(-c4ccccn4)s3)cn2c1	2	9	3.3	-10	3	3	-2	-8	-13
Cc1nc(C(=O)N2CCCC(N3CCN(c4ccccc4C)CC3)C2)cs1 (stereo not given)	1	-1	0.4	-12	1	-3	0	9	5
CCOc1cc(/C=C/C(=O)c2ccc(C)cc2)ccc1OCC(=O)N(C)C	2	2	1.8	-4	10	-1	-3	-18	6
O=C(NCCc1nnc2ccc(NCc3ccc(Cl)cc3)nn12)c1ccccc1	5	2	-0.2	-2	-3	0	1	1	0
Cc1cc(N2CCCCC2C)nc(-c2ccccc2O)n1 (stereo not given)	-2	-2	0.4	2	-1	-5	7	-13	-17
COc1ccc(CCN(C)C2CC(=O)N(c3ccccc3)C2=O)cc1OC (stereo not given)	5	15	0.9	3	7	1	-11	6	-8
Cc1cc(C)nc(-n2nc(C)c(Oc3ccccc3O)c2C)n1	1	2	-0.8	0	-1	-1	2	-1	5
O=C(CC1CCCCC1)NCCOc1ccccc1	0	-3	-0.6	6	-4	-3	-1	0	-2
CCCCn1c(N)c(N(CCC(C)C)C(=O)COC(=O)c2cccnc2OCC)c(=O)[nH]c1=O	0	-1	5.3	-7	-5	4	10	-2	0
CCC(C)[C@H](NC(=O)C1CC(=O)N(c2ccc(OC)cc2)C1)C(=O)NC1CCCC1 (stereo not given in full)	0	5	-0.1	1	2	-3	-2	6	-2
Cc1cccc(NC(=O)CNC(=O)c2cccc(-n3cccc3)c2)c1C	2	3	-0.6	-8	1	-3	-4	20	1

Remaining list, next part.
SMILES	CHRM4 agonist	CHRM5 antagonist	CRFBP-R2 agonist	M4 antag	IDE cell inh	CHRM5 agonist	CHRM5 PAM	CRFR2-BP antag	CHRM4 PAM
Cn1c(CNC(=O)c2ccccc2F)nnc1SCC(=O)c1ccccc1	2	2	0.2	2	6	0	4	-8	2
O=C(Nc1nnc(-c2ccc(F)cc2)o1)c1ccco1	1	-2	-0.2	-14	7	0	2	4	7
COc1ccc(C(CCN2CCOCC2)c2c(O)cc(OC)cc2OC)cc1 (stereo not given)	1	7	-0.7	2	4	-1	2	-2	2
CCc1ccc2oc(C(=O)N3CCN(c4ccc(OC)cc4)CC3)cc(=O)c2c1	2	9	1.0	-6	13	-5	0	-4	0
CCOC(=O)C(C)(C)N(Cc1ccccc1C)S(=O)(=O)c1ccc(Cl)c([N+](=O)[O-])c1	0	10	-0.6	4	4	-2	-3	7	-7
CC(C)(C)S(=O)(=O)c1cnc(-c2cnccn2)nc1N	1	7	0.0	-4	-4	-3	-7	13	-3
CC(=O)c1ccc(NC(=O)CSc2nc(N3CCOCC3)nc(N3CCOCC3)n2)cc1	0	17	-0.4	-3	2	-4	-11	0	2
CCOc1cccc(C(=O)N(Cc2cccc(F)c2)C2CCS(=O)(=O)C2)c1 (stereo not given)	2	-8	1.1	0	1	-3	2	-13	-2
COc1ccc(NC(=O)c2ccc3ncsc3c2)c2ccccc12	6	-3	-0.9	-7	0	-1	1	3	1
O=[N+]([O-])c1cc(/C=N\Nc2nc(-c3ccccc3)cs2)ccc1O	19	-5	0.7	-9	1	7	-2	8	-1
CC1CC(C)CN(CC(C)(C)NS(=O)(=O)c2ccccc2)C1 (stereo not given)	1	6	0.0	-10	-2	-5	-9	-18	1
